Screening results: PubChem, National Center for Advancing Translational Sciences (NCATS)
MLL CXXC-DNA inh: inhibitors of human MLL CXXC domain-DNA interaction | MLL-CXXC / FITC-HOXA9 DNA fluorescence polarization | actives 0.037% (n = 290,000) | AID 2662 | Q03164 | Potency, µM (highest dose often 115 µM), without a hit: at the highest dose activity change, negative = inhibition, most hits filed as inhibitors; active means well fitted inhibition curve with a large enough effect in the polarisation, with a control signal flat, not every such curve was filed as active; inconclusive means small, poorly fitted or top-dose-only effect, or effect the other way, or a change in a side signal; inactive means no such curve, though single readings can be large or run the other way; the % refers to the polarisation; further: potency means the concentration at half of the fitted maximal effect
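Fluorescence polarization: 7 uM MLL-CXXC (stock) preincubated 5 min with compounds, then 50 nM fluorescein-HOX-A9 DNA (stock) added; 30 min ambient. Buffer 50 mM Tris-HCl pH 7.5, 50 mM NaCl, 1 mM DTT, 0.05% BSA.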
Menin-MLL TR inh: inhibitors of human menin-MLL interaction, mutant MLL peptide; actives 0.23% (n = 270,000); O00255; Potency, µM (top dose mostly 61.6 µM), for the others: top-dose FP activity change, negative = inhibition, most hits filed as inhibitors; Menin + Texas Red MLL mutant peptide, fluorescence polarization; active means well fitted inhibition curve with a large enough effect in the polarisation, with a control signal flat, not every such curve was filed as active; inconclusive means small, poorly fitted or top-dose-only effect, or effect the other way, or a change in a side signal; inactive means no such curve, though single readings can be large or run the other way; the % refers to the polarisation; further: potency means the concentration at half of the fitted maximal effect; % of control where 0% means no effect; many of its hits are not listed in these tables
Coupling enz: inhibits coupling enzyme system, counter-screen for aldolase hits; actives 0.67% (n = 290,000); AID 2472; coupling enzyme system counterscreen, AmpLite Red fluorescence; activity change, negative = inhibition, % at 58.2 µM, hits read low; in the data active means activity change below about -30%; further: on the % scale 0 is the no-effect control and ±100 the full control effect
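Counterscreen of the coupled detection system alone, without aldolase: glyceraldehyde-3-phosphate coupling enzymes plus AmpLite Red readout. Compounds at 57.5 uM final, 10 min RT preincubation, 20 min RT reaction, fluorescence 525/598 nm.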
Giardia killer: Giardia lamblia killing; Giardia lamblia trophozoite viability; activity change, % at 7.66 µM, hits read low; actives 0.15% (n = 340,000); AID 540267; in the data active means activity change below about -80%; inconclusive means between about -30% and that limit;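 further: parasites exposed to compound for two days anaerobically before the ATP read; on the % scale 0 is the no-effect control and ±100 the full control effect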
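Media and compound were dispensed first, then trophozoites at 100 cells/well; plates sat 48 hrs at 37 deg C without oxygen before ATP luminescence reagent was added and read after 15-30 min at room temperature.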
B2AR arrestin: recruits beta-arrestin to the human beta2-adrenergic receptor. P07550. beta-arrestin recruitment to beta2AR, cell-based reporter. Potency, µM (titrated, usually from 46.1 µM), without a hit: at the highest dose activation, most hits filed as activators. actives 0.02% (n = 330,000);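 further: potency means the concentration at half of the fitted maximal effect; 0% = DMSO controls and full agonism = EC100 isoproterenol or metaproterenol; nearly all actives have a fitted effect of over 65% in size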
Target sequence (P07550 whole entry, looked up): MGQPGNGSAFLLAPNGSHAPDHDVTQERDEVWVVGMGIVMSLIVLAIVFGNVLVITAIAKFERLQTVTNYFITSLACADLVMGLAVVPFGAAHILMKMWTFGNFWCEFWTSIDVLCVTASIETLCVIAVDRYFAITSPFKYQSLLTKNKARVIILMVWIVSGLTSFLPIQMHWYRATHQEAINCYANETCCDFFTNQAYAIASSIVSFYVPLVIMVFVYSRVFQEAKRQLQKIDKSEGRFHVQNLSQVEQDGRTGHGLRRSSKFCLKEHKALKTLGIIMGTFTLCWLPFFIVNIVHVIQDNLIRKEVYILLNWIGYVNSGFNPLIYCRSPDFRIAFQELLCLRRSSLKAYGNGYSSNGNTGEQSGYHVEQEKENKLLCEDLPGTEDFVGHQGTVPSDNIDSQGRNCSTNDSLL
PKM2 act: PKM2 (human) enzyme activation. P14618. purified PKM2, Kinase-Glo ATP luminescence, activation; response scale: 0% is enzyme alone, no compound. Potency, µM (series often up to 57.5 µM), without a hit: top-dose activation, usual class: activators. actives 0.34% (n = 260,000). AID 1631; further: potency means the concentration at half of the fitted maximal effect; on the % scale 0 is the no-effect control and ±100 the full control effect; nearly all actives have a fitted effect of over 55% in size
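Kinase-Glo luminescence reports ATP generated from ADP (0.1 mM) and PEP (0.5 mM) by purified hPK-M2 after 1 h at room temperature, pH 7.2 imidazole buffer; intermediate enzyme activity allows detecting inhibitors and activators.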
GALK inh: blocks human galactokinase activity. P51570. Purified GALK, Kinase-Glo residual ATP luminescence. Potency, µM (highest dose often 57.5 µM), without a hit: at the top dose activity change, negative = inhibition, usual class: inhibitors. actives 0.007% (n = 270,000). AID 1868; further: potency means the concentration at half of the fitted maximal effect; on the % scale 0 is the no-effect control and ±100 the full control effect
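Quantitative HTS: GALK 5 nM, ATP 35 uM, galactose 100 uM, 1 h room temperature, then luciferase-based ATP detection.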
KCNH2 3.1 block: blocks the human KCNH2 3.1 channel isoform; U2OS KCNH2 3.1, thallium flux FluxOr; stronger effect = lower value; actives 0.95% (n = 340,000); activity change, % (tested at about 1.8 µM);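 active means maximum activity change below -70%; inconclusive means maximum activity change from -70% to -50%; inactive means maximum activity change above -50%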;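 further: thallium influx rate constant from kinetic fluorescence after stimulation buffer; on the % scale 0 is the no-effect control and ±100 the full control effect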
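Thallium flux read-out: FluxOr dye with Red40 quencher in HBSS/HEPES, 45 min at RT. Rate constants from kinetic reads were normalized to positive and negative DMSO controls. Cells: U2OS virally expressing the 3.1 isoform.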
USP2a inh: USP2a (human) protease inhibition; O75604; Potency, µM (series often up to 38.3 µM), for the others: at the top dose activity change, negative = inhibition, most hits filed as inhibitors; USP2 core, Ub-CHOP2 coupled fluorogenic reporter, 485/531; actives 0.01% (n = 330,000);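 further: potency means the concentration at half of the fitted maximal effect; plate controls were DMSO wells for no effect and full inhibition by NEM control for full effect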
Target sequence (O75604 whole entry, looked up): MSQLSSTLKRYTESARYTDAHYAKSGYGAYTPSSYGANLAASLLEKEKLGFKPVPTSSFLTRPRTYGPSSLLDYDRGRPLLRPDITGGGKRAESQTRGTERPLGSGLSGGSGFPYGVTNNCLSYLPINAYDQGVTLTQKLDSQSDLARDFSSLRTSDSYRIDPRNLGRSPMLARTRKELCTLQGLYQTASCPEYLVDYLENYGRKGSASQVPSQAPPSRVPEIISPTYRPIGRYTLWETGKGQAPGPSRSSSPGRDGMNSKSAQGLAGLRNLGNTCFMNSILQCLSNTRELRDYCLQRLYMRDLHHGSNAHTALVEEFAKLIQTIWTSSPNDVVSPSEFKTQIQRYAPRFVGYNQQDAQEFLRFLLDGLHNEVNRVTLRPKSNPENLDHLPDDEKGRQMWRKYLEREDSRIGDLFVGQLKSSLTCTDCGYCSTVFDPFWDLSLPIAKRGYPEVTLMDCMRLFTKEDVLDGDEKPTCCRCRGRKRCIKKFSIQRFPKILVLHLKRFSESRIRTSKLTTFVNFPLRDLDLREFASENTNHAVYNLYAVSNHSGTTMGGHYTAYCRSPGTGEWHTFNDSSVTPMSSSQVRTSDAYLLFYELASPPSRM
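Cell-free coupled assay: 10nM USP2 core preincubated 30min RT with compound in Tris-HCl pH 8.0/CaCl2/CHAPS buffer, then 25nM Ub-CHOP2 and 25nM reporter substrate; fluorescence (Ex 485/Em 531) read after 60min RT, normalized to NEM inhibition, concentration-response curves fitted.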
hERG WT inh: inhibitors of human wildtype KCNH2 potassium channel | activity change, % at 1.84 µM | AID 720551 | actives 0.37% (n = 340,000) | U2OS, BacMam KCNH2, thallium flux FluxOr; stronger effect = lower value;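 active means maximum activity change below -70%; inconclusive means maximum activity change between -70% and -50%; inactive means maximum activity change above -50%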; further: on the % scale 0 is the no-effect control and ±100 the full control effect
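U2OS cells were transduced with wild-type KCNH2 virus (2.03 x 10^8 / mL) for 4 h at room temperature, then cultured overnight at 37 C. Thallium flux was read with FluxOr dye. Rate constants were normalized to DMSO controls.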
TRPV1 agonist: activates the human vanilloid receptor TRPV1; TRPV1-expressing cells, Fluo-8 calcium influx, agonist mode; Q8NER1; actives 0.19% (n = 320,000); activation, % at 8.33 µM; AID 540275; in the data active means activation above about 80%; inconclusive means between about 30% and that limit; further: 0% is about no effect
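Fluo-8 calcium influx in TRPV1-expressing cells, kinetic read (ex 480/em 520 nm). Compound added and read 3 min for agonist activity, followed by capsaicin at EC20 final and 2 min further read for enhancement.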
* hit, by the source's call; [ ] = dose if it differs, or a comment. Unless noted, the call rests on the fitted dose curve; in most records, active means well fitted curve in the direction sought with a large enough effect; inconclusive means small, poorly fitted or top-dose-only effect, or another doubt; inactive means no such curve, though single readings can be large; an effect the other way counts as inactive or inconclusive. An excerpt; rates above refer to the full screens.

Screening Cc1cc(NS(=O)(=O)c2ccc(NC(=O)CSc3nc4sc(C(=O)O)c(C)c4c(=O)[nH]3)cc2)no1 returned MLL CXXC-DNA inh 15%, Menin-MLL TR inh -20%, Coupling enz 9, Giardia killer 9, B2AR arrestin -0.2%, PKM2 act -22%, GALK inh -3%, KCNH2 3.1 block 11, USP2a inh 4%, hERG WT inh -2 and TRPV1 agonist 0.
CCOC(=O)C1=CN(CC)S(=O)(=O)NC1CC (stereo not given) was read as Giardia killer -21, B2AR arrestin 2.6%, KCNH2 3.1 block 7, USP2a inh -1% and hERG WT inh -5.
`COc1ccc(NC(=O)c2ccc(S(=O)(=O)NCc3cccnc3)cc2)cc1` gave MLL CXXC-DNA inh -3%, Coupling enz 1, Giardia killer -10, B2AR arrestin -0.8%, GALK inh -2%, KCNH2 3.1 block 1, USP2a inh 5%, hERG WT inh 6 and TRPV1 agonist 25.
Screening CC(C)c1ccc(CNc2nnnn2C)cc1 returned MLL CXXC-DNA inh -9%, Menin-MLL TR inh 1%, Coupling enz -1, Giardia killer 7, B2AR arrestin -1.0%, PKM2 act 1%[11.5 µM], GALK inh 1%, KCNH2 3.1 block 6, USP2a inh 0%, hERG WT inh 7 and TRPV1 agonist inconclusive.
For CCOc1cc(/C=C2\SC(=N)N(c3nccs3)C2=O)ccc1OCCN1CCOCC1 the results were MLL CXXC-DNA inh 2%, Menin-MLL TR inh inconclusive, Coupling enz -1, Giardia killer inconclusive, B2AR arrestin 0.4%, PKM2 act -17%, KCNH2 3.1 block 14, USP2a inh 3%, hERG WT inh 17 and TRPV1 agonist 1.
For CN1CCN(C(=S)NC(=O)c2ccco2)CC1 the results were MLL CXXC-DNA inh -3%, Menin-MLL TR inh 9%, Coupling enz 0, Giardia killer 7, B2AR arrestin -1.3%, PKM2 act 1%, GALK inh 1%, KCNH2 3.1 block 6, USP2a inh 1%, hERG WT inh -5 and TRPV1 agonist -6.
`CCOC(=O)COc1coc(CN2CCN(c3ccc(F)cc3)CC2)cc1=O` gave MLL CXXC-DNA inh 12%, Giardia killer 2, B2AR arrestin 0.4%, GALK inh -6%, KCNH2 3.1 block 2, USP2a inh 1%, hERG WT inh -22 and TRPV1 agonist 1.
O=C(CC1Sc2ccccc2NC1=O)NCc1ccc(Cl)cc1 (stereo not given) was read as MLL CXXC-DNA inh -6%, Menin-MLL TR inh 10%, Coupling enz 0, Giardia killer -4, B2AR arrestin -0.1%, PKM2 act 0%, GALK inh -1%, KCNH2 3.1 block 6, USP2a inh 9%, hERG WT inh -9 and TRPV1 agonist 5.
`Cc1c(Cl)cccc1NC(=O)Cn1nc(C)n2cccc2c1=O` gave MLL CXXC-DNA inh 10%, Menin-MLL TR inh -10%, Coupling enz -1, Giardia killer -7, B2AR arrestin -0.6%, GALK inh 8%, KCNH2 3.1 block -14, USP2a inh 1%, hERG WT inh -3 and TRPV1 agonist 1.
`COCCNC(=S)Nc1ccccn1` gave MLL CXXC-DNA inh -30%, Menin-MLL TR inh 4%, Coupling enz 3, Giardia killer 2, B2AR arrestin -0.2%, PKM2 act 11%, GALK inh -2%, KCNH2 3.1 block 2, USP2a inh 0%, hERG WT inh -17 and TRPV1 agonist -1.
`CN(Cc1cnccn1)C(=O)CC1C(=O)NCCN1Cc1ccc(F)cc1Cl` (stereo not given) gave MLL CXXC-DNA inh -7%, Giardia killer -2, B2AR arrestin -0.1%, PKM2 act 0%, GALK inh 8%, KCNH2 3.1 block -2, USP2a inh 2%, hERG WT inh -12 and TRPV1 agonist -1.
For CCNC(=O)NC(=O)C(C)Sc1ccc2c(c1)OCCO2 (stereo not given) the results were MLL CXXC-DNA inh 0%, Menin-MLL TR inh -6%, Coupling enz 1, Giardia killer 14, B2AR arrestin -0.2%, PKM2 act -3%, GALK inh -3%, KCNH2 3.1 block 13, USP2a inh 5%, hERG WT inh -8 and TRPV1 agonist 2.
For COc1ccc(OC)c(S(=O)(=O)Nc2cccc(F)c2)c1 the results were MLL CXXC-DNA inh -7%, Coupling enz 2, Giardia killer -11, B2AR arrestin -0.3%, PKM2 act 4%, GALK inh -1%, KCNH2 3.1 block -2, USP2a inh 0%, hERG WT inh -7 and TRPV1 agonist -1.
`CCOC(=O)c1c(S(=O)(=O)NCC(C)c2ccccc2)c(C)n(C)c1C` (stereo not given) gave MLL CXXC-DNA inh 5%, Menin-MLL TR inh -17%, Coupling enz 2, Giardia killer 13, B2AR arrestin -0.6%, GALK inh 6%, KCNH2 3.1 block -5, USP2a inh 1%, hERG WT inh 4 and TRPV1 agonist 7.
`Cc1cc[n+](-c2[nH]c(=O)sc2/C=N/N=C(\[O-])c2ccncc2)cc1C` gave MLL CXXC-DNA inh 5%, Menin-MLL TR inh 7%, Coupling enz 1, Giardia killer -5, B2AR arrestin 0.5%, PKM2 act -6%, GALK inh 10%, KCNH2 3.1 block 21, USP2a inh -1%, hERG WT inh -8 and TRPV1 agonist 2.
For CCC(=O)Nc1nnc(S(=O)(=O)N2CCc3ccccc32)s1 the results were MLL CXXC-DNA inh 15%, Menin-MLL TR inh 18%, Coupling enz 3, Giardia killer 20, B2AR arrestin -0.9%, PKM2 act 7%, KCNH2 3.1 block -31, USP2a inh 0%, hERG WT inh 0 and TRPV1 agonist 2.
COc1ccccc1CC(=O)NCCc1ccc(S(N)(=O)=O)cc1 was read as MLL CXXC-DNA inh -3%, Menin-MLL TR inh 20%, Coupling enz 2, Giardia killer 0, B2AR arrestin 0.0%, PKM2 act 10%, GALK inh -3%, KCNH2 3.1 block 5, USP2a inh 4%, hERG WT inh -3 and TRPV1 agonist -4.
`CC(=O)Nc1ccccc1C(F)(F)F` gave MLL CXXC-DNA inh 5%, Coupling enz 0, Giardia killer -4, B2AR arrestin 0.3%, PKM2 act -2%, GALK inh 0%, KCNH2 3.1 block 5, USP2a inh 0%, hERG WT inh -2 and TRPV1 agonist 1.
Screening O=C(CC(=O)Nc1ccccn1)Nc1ccccn1 returned MLL CXXC-DNA inh -16%, Menin-MLL TR inh 11%, Coupling enz -1, Giardia killer -10, B2AR arrestin -0.3%, PKM2 act -8%, GALK inh 7%, KCNH2 3.1 block 0, USP2a inh 0%, hERG WT inh -5 and TRPV1 agonist -2.
`CCOC(=O)CC1CCCCN1C(=O)CCCn1nnnc1CN1CCOCC1` (stereo not given) gave MLL CXXC-DNA inh 0%, Giardia killer inconclusive, B2AR arrestin -0.5%, PKM2 act -1%, GALK inh 2%, KCNH2 3.1 block 4, USP2a inh 0%, hERG WT inh 5 and TRPV1 agonist 2.
For O=C(O)CCN1C(=O)c2ccc(NC(=O)CSCc3ccccc3)cc2C1=O the results were MLL CXXC-DNA inh 10%, Menin-MLL TR inh -9%, Coupling enz 5, Giardia killer -19, B2AR arrestin -1.7%, PKM2 act 5%, GALK inh 0%, KCNH2 3.1 block -1, USP2a inh -3%, hERG WT inh 0 and TRPV1 agonist 1.
Screening CCC(=O)Nc1ccc(NC(=O)c2cc3ccccc3o2)cc1 returned MLL CXXC-DNA inh 8%, Menin-MLL TR inh inconclusive, Coupling enz 1, Giardia killer -12, B2AR arrestin 0.4%, PKM2 act -4%, GALK inh 5%, KCNH2 3.1 block -4, USP2a inh 4%, hERG WT inh 2 and TRPV1 agonist 6.
Screening CC(NC(=O)CCc1nnc(C2CCCCC2)o1)c1ccc(F)cc1 (stereo not given) returned MLL CXXC-DNA inh -5%, Menin-MLL TR inh 7%, Coupling enz 2, Giardia killer -4, B2AR arrestin -0.1%, PKM2 act 0%, GALK inh 2%, KCNH2 3.1 block -16, USP2a inh 1%, hERG WT inh 1 and TRPV1 agonist 11.
CCCS(=O)(=O)N1CCC(C(=O)NCCCN2CCC(Cc3ccccc3)CC2)CC1 was read as MLL CXXC-DNA inh 9%, Coupling enz -4, Giardia killer -9, B2AR arrestin 0.0%, PKM2 act -3%, GALK inh -1%, KCNH2 3.1 block -10, USP2a inh 6%, hERG WT inh 5 and TRPV1 agonist -2.
Screening CCOc1ccc2nc(NCCNC(=O)c3cc(OC)c(OC)c(OC)c3)c(C#N)cc2c1 returned MLL CXXC-DNA inh inconclusive, Menin-MLL TR inh 13%, Coupling enz -3, Giardia killer 20, B2AR arrestin -1.1%, GALK inh -3%, KCNH2 3.1 block 7, USP2a inh 12%, hERG WT inh -3 and TRPV1 agonist 3.
`Cc1ccc(OCC(=O)N2CCCCC2C)c([N+](=O)[O-])n1` (stereo not given) gave Giardia killer -21, B2AR arrestin -0.3%, KCNH2 3.1 block 1, USP2a inh 2% and hERG WT inh 0.
